Bioassay records deposited in PubChem by National Center for Advancing Translational Sciences (NCATS).
A549 tox = A549 cytotoxicity, counter-screen for Nrf2 inhibitors; actives 0.16% (n = 390,000); A549 ARE-Fluc cells, CellTiter-Fluor viability, 18-24 h; Potency, µM (top dose mostly 46 µM), inactives show at the top dose activity change, negative = cytotoxicity, actives largely listed as inhibitors; AID 504648; note: potency is the fitted concentration of half-maximal effect; % is set by controls: 0 for no effect and ±100 for the full control effect
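A549 ARE-Fluc cells in 5% FBS OPTI-MEM, 5000 cells/well, rested 2 h then exposed to compounds in concentration-response for 18-24 h at 37 °C. Viability by CellTiter-Fluor fluorescence (Ex 405/Em 525) after 30 min; luciferase luminescence (BugLite, 15 min, RT) read afterwards.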
ATXN viability = reduces viability in counter-screen for ATXN expression inhibitors | Potency, µM (top dose mostly 56.7 µM), hits mostly cytotoxic | actives 0.49% (n = 400,000) | AID 651635 | S2 cells (HEK-293 line with an ATXN2-luciferase reporter) viability, CellTiter-Fluor protease fluorescence, 24 h; note: potency is the fitted concentration of half-maximal effect; nearly all actives have a fitted effect of over 40% in size
ATXN2 expr inh = inhibitors of ATXN2 expression. actives 0.72% (n = 360,000). HEK-293 ATXN2-luciferase reporter, luminescence, 24 h. AID 1745845. Potency, µM (series often up to 57 µM), for the others: at the top dose activity change, negative = inhibition, most hits filed as inhibitors; note: potency is the fitted concentration of half-maximal effect; % is set by controls: 0 for no effect and ±100 for the full control effect; nearly all actives have a fitted effect of over 55% in size
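ATXN2-luciferase reporter cells (luciferase flanked by upstream and downstream ATXN2 gene portions) were treated 24 h at 37 °C with compounds at up to 57 uM. SteadyGlo luminescence gave expression; GF-AFC fluorescence gave viability.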
IL-2 act = activators of IL-2. IL-2 activation reporter assay, cell-based qHTS; stimulated with anti-CD3/CD4/CD28 beads; in transgenic mouse T cells. actives 0.065% (n = 360,000). AID 652025. activation, % (series mostly up to about 46 µM); in the data active = activation above about 50%; inconclusive = mostly about 30% to 49%; note: 0% is about no effect
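Screening format: compound pinned onto unstimulated transgenic mouse T cells, 60 min incubation, then anti-CD3/anti-CD4/anti-CD28 bead stimulation for 18 hours at 37 degrees C, followed by EGFP and DsRed detection.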
HepG2 viability = kills HepG2 cells in TGF-b inhibitor counter-screen. HepG2 CAGA-GFP viability, ATP luminescence, 18 h. Potency, µM (series often up to 46.1 µM), without a hit: at the top dose activity change, negative = cytotoxicity, hits mostly cytotoxic. actives 0.76% (n = 410,000); note: potency is the fitted concentration of half-maximal effect; some results filed as inactive show a strong effect at the top dose
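HepG2 CAGA-GFP cells (1000/well, DMEM with 1% FBS) received compound, then TGF-beta at 500 pg/mL final, and were incubated 18 hours at 37 degrees C. Viability was read by CellTiter-Glo luminescence. Media-only wells were set as complete cell-killing and DMSO as no toxicity.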
Nrf2 block = inhibitors of Nrf2 signaling | actives 2.1% (n = 360,000) | Potency, µM (highest dose often 46 µM), without a hit: at the highest dose activity change, negative = inhibition, actives largely listed as inhibitors | A549 ARE-Fluc reporter, luciferase luminescence, 18-24 h | AID 504444; note: potency is the fitted concentration of half-maximal effect; % is set by controls: 0 for no effect and ±100 for the full control effect; nearly all actives have a fitted effect of over 60% in size
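Quantitative HTS in A549 cells stably bearing an antioxidant response element-firefly luciferase construct. Inhibition of Nrf2-driven transcription was scored by luminescence after 18-24 h of compound exposure at 37 °C.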
Nrf2 activator = activators of Nrf2 (ARE) signaling; AREc32 ARE-luciferase reporter (MCF7-derived line), luminescence, 24 h; Potency, µM (top dose mostly 46.1 µM), for inactives: at the highest dose activation, actives largely listed as activators; actives 0.31% (n = 410,000); AID 624171; note: potency is the fitted concentration of half-maximal effect; % of control where 0% means no effect; nearly all actives have a fitted effect of over 65% in size
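AREc32 cells carrying an ARE-driven firefly luciferase reporter were seeded at 1000 cells/well in OPTI-MEM with 5% FBS, then exposed to compound for 24 hr at 37 deg C. Luminescence was read with Steady-Glo after 30 min at RT.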
EPAC2 agonist = activates human EPAC2 exchange factor | EPAC2 activation, biochemical qHTS; response scale: 100% = 6.5 mM cAMP response | AID 720711 | actives 0.079% (n = 360,000) | Potency, µM (series often up to 154 µM), without a hit: at the highest dose activation, usual class: activators; note: potency is the fitted concentration of half-maximal effect; nearly all actives have a fitted effect of over 50% in size
Target sequence (Q8WZA2 whole entry, looked up): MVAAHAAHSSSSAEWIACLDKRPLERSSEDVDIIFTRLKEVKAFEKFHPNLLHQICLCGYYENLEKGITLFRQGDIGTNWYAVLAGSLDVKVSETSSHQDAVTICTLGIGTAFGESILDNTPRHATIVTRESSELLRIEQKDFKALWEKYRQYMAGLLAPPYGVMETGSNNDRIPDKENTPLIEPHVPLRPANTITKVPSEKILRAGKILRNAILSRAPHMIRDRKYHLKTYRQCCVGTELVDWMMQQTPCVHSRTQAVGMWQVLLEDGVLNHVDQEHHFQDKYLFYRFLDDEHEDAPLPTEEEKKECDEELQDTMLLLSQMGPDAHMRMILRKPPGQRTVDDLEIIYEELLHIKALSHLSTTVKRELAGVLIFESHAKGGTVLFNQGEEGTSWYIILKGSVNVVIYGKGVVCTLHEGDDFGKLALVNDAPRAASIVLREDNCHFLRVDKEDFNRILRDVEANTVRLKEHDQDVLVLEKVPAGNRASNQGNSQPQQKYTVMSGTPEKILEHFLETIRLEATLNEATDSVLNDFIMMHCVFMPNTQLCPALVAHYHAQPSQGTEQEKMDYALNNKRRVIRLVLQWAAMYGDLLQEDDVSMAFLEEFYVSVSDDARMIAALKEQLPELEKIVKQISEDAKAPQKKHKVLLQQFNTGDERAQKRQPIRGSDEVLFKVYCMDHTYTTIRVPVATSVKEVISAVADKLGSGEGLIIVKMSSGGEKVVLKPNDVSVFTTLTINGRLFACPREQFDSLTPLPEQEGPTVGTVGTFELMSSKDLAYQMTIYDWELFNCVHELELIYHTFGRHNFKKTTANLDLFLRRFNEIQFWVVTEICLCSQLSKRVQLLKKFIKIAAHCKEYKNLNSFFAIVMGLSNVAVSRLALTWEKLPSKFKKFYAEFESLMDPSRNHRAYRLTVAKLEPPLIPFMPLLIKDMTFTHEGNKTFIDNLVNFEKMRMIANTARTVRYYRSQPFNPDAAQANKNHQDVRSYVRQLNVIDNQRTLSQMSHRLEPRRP
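Compounds were added across a concentration range to EPAC2 (100 nM), RAP1B-BODIPY-GDP (250 nM) and GDP (50 uM). After 5 min at room temperature, fluorescence was recorded at 5-min intervals for 30 min.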
TGFb inhibitor = inhibitors of TGF-b signaling | Potency, µM (top dose mostly 46.1 µM), inactives show at the highest dose activity, negative = inhibition, hits mostly inhibitors | actives 1.2% (n = 410,000) | HepG2 CAGA-GFP TGF-b/SMAD3 reporter, GFP fluorescence, 18 h; TGF-beta stimulated, 500 pg/mL final | AID 588855; note: potency is the fitted concentration of half-maximal effect; % is set by controls: 0 for no effect and ±100 for the full control effect; nearly all actives have a fitted effect of over 65% in size
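HEPG2 CAGA-GFP reporter cells (1000/well, DMEM with 1% FBS) received compounds, then recombinant TGF-beta at 500 pg/mL final for 18 hours at 37 degrees C. Per-cell GFP summed per well was normalised to unstimulated and stimulated DMSO controls before curve fitting.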
Numbers without * were called inactive; i = inactive; u = inconclusive; x = no result given; [ ] = remark or other dose. Unless noted, calls come from the whole dose curve; as a rule, active = well fitted curve in the direction sought with a large enough effect; inconclusive = small, poorly fitted or top-dose-only effect, or another doubt; inactive = no such curve, though single readings can be large; an effect the other way counts as inactive or inconclusive.

SMILES	A549 tox	ATXN viability	ATXN2 expr inh	IL-2 act	HepG2 viability	Nrf2 block	Nrf2 activator	EPAC2 agonist	TGFb inhibitor
COc1ccccc1CN(C)C(=O)CN1CCN(C(=O)c2cccs2)CC1	-4%	i	x	0.2	7%	2%	0.0%	11%	8%
COc1ccc(NC(=O)c2ccc(OC)c(S(=O)(=O)N3CCCCC3C)c2)cn1 (stereo not given)	-12%	i	1%	1.4	-3%	u	0.8%	4%	1%
OC(COc1ccc(-c2ccccc2)cc1)CN1CCCCC1 (stereo not given)	x	i	x	1.8	-40%	x	0.4%	12%	-3%
CC1(C)CC(=O)c2cnc(N)nc2C1	-2%	i	-3%	-3.6	-4%	1%	0.1%	2%	-1%
Cc1ccccc1CN1CCC(N2CCC(C(=O)NCC3CCCO3)CC2)CC1 (stereo not given)	1%	i	-12%	0.6	0%	3%	0.0%	2%	-4%
CC(=O)N1CCN(Cc2cc(=O)oc3cc(C)c(C)cc23)CC1	x	i	-4%	-0.3	-9%	x	-0.1%	10%	2%
CC(=O)c1ccc(C2CC34CN(Cc5cccc(Cl)c5)S(=O)(=O)C3CC2O4)cc1 (stereo not given)	0%	x	x	x	2%	-9%	x	x	0%
CCOC(=O)c1c(NC(=O)Cn2nc(C(F)(F)F)cc2C)sc(C)c1C	2%	i	-10%	0.1	27%	u	-0.3%	-2%	32%[activator]
O=[N+]([O-])c1ccccc1Oc1cnc2ccccc2n1	10%	i	-16%	-0.9	-6%	25%	2.2%	-1%	-5%
CCOC(=O)c1cc(-c2ccccc2C)nn1CC1CC(c2cccnc2)=NO1 (stereo not given)	-2%	u	-19%	0.2	-5%	u	-0.1%	8%	-1%
CN(Cc1ccccc1)C(=O)C1CCN(Cc2cc3ccccc3n2Cc2ccccc2)CC1	-19%	u	-23%	x	-33%	x	6.1%	x	u
CC(=O)Nc1ccc(NC(=O)CSc2nnc(-c3ccccc3)n2Cc2ccc3c(c2)OCO3)cc1	-12%	i	3%	-1.5	-9%	-14%	2.1%	15%	1%
COc1ccc(C(=O)NCCn2cc(SCC(=O)N3CCOCC3)c3ccccc32)cc1	-3%	i	4%	-4.2	-1%	-17%	0.0%	1%	16%
O=C1CCC([N+](=O)[O-])C(c2ccc(Br)cc2)N1 (stereo not given)	5%	i	-12%	4.8	0%	-8%	-0.9%	-5%	4%
O=C(NCc1ccccc1)C1=C[C@@H](c2csc3ccccc23)C[C@@H](OCCCCO)O1	-13%	u	5.6µM*	-0.4	-15%	u	5.0%	15%	u
O=C(ONc1ccc(N=NC(=O)c2ccccc2O)cc1)c1ccccc1	-9%	1.3µM*	-17%	-0.3	-24%	u	-0.5%	-1%	-11%
CN(C(=O)COC(=O)c1ccc(C(C)(C)C)cc1)C1CCS(=O)(=O)C1 (stereo not given)	-6%	i	5%	0.9	-5%	-7%	0.0%	-2%	u
N#Cc1ccc(OCCN2CCc3ccccc3C2)cc1	0%	i	x	-0.5	-8%	14%	7.2%	4%	-12%
Nc1cc(Cl)ccc1C(=O)OCC(=O)NC1CCCCCCC1	-17%	i	12%	0.4	0%	-16%	-0.6%	6%	-10%
Clc1ccc(Nc2ccccc2)nn1	5%	i	-4%	-0.5	1%	10%	-0.6%	15%	6%
Cc1cccc(OCCCC(=O)Nc2ccc(S(=O)(=O)N3CCCC3)cc2)c1	-7%	i	-14%	-0.5	-6%	u	-0.3%	-2%	10%
OC(COc1ccc(F)cc1)CN1CCN(c2ccccc2F)CC1 (stereo not given)	5%	i	x	-0.5	-15%	-7%	0.1%	6%	-16%
Cn1c(C=O)c(-c2ccc3c(c2)OCCO3)c2ccccc21	11%	i	-17%	-0.4	-15%	-18%	0.8%	22%	u
O=C(Nc1ccccc1)c1cc(C2CCCCN2C(=O)c2ccccc2)on1 (stereo not given)	x	i	-18%	0.2	-26%	x	0.8%	-2%	u
CC(=O)c1cc(Cl)ccc1OC(=O)c1ccco1	1%	i	5%	-0.9	-2%	22%	2.6%	3%	10%
N#Cc1nc(COc2ccccc2)oc1N1CCCCCC1	-1%	i	20%	-3.5	-6%	7%	-0.2%	11%	-26%
CCOC(=O)C1CN(S(=O)(=O)c2ccccc2)C1	-4%	i	2%	-1.4	-11%	-16%	-0.9%	-4%	8%
COc1ccc(C(CC(=O)O)NC(=O)C2CCCCC2)cc1 (stereo not given)	-11%	i	3%	-2.6	1%	-2%	-0.5%	0%	-9%
FC(F)(F)c1cccc(N2CCN(Cc3cccnc3)CC2)c1	-1%	i	2%	1.6	-15%	u	-0.1%	3%	0%
N#C/C(=C\N1CCOCC1)C(N)=O	-14%	i	-7%	-0.5	1%	-14%	-0.6%	-4%	4%

Reprinted from the part before: 2 compounds, then new ones.
SMILES	A549 tox	ATXN viability	ATXN2 expr inh	IL-2 act	HepG2 viability	Nrf2 block	Nrf2 activator	EPAC2 agonist	TGFb inhibitor
FC(F)(F)c1cccc(N2CCN(Cc3cccnc3)CC2)c1	-1%	i	2%	1.6	-15%	u	-0.1%	3%	0%
N#C/C(=C\N1CCOCC1)C(N)=O	-14%	i	-7%	-0.5	1%	-14%	-0.6%	-4%	4%
Nc1cc(-c2ccccc2)n2c(n1)nc1ccccc12	-5%	i	-7%	-0.1	-3%	-28%	-0.1%	1%	10%
Cc1ccccc1Nc1nn2c(=O)c3ccc(C(=O)NCC(C)c4ccccc4)cc3nc2s1 (stereo not given)	-2%	i	-38%	x	-24%	-27%	-0.4%	x	-14%
Cn1cc(Cl)c(C(=O)NC(=S)Nc2sc3c(c2C#N)CCCCC3)n1	3%	i	-10%[11.3 µM]	-2.9	-8%	u	0.7%	5%	-11%
Cc1ccsc1/C=C1\SC(N2CC(C)OC(C)C2)=NC1=O (stereo not given)	-18%	i	3%	0.1	-10%	-19%	1.6%	5%	-30%
CCOC(=O)c1cnn(-c2cccc(F)c2)c1C1CCNCC1	15%	i	5%	x	6%	u	-0.1%	x	0%
CN(Cc1cccs1)C(=O)CN1C(=O)c2ccccc2S1(=O)=O	8%	i	46%[activator]	4.1	14%	16%	1.0%	-4%	15%
Cc1nn(CC(=O)N2CCN(C)CC2)c(=O)c2ccccc12	-2%	i	18%	0.7	-3%	3%	-0.3%	9%	-10%
Cc1c(Cl)cccc1NC(=O)Nc1ccc(C(N)=O)cc1	-4%	i	x	-0.2	18%	u	2.2%	5%	0%
CCC(=O)Oc1oc(-c2ccccc2)nc1C=Nc1ccc(C)cc1	-2%	i	-7%	1.2	3%	4%	3.3%	5%	5%
Oc1ccc(Br)cc1CNc1nccs1	-5%	i	x	5.5	-11%	6%	7.8%	8%	-12%
C=CCNC(=O)CSc1cc([N+](=O)[O-])cc(S(=O)(=O)Cc2ccccc2)c1	1%	i	-3%	1.7	-24%	4%	0.3%	-2%	u
COc1cc(CCCN2CCNC[C@H]2Cc2cccc3ccccc23)cc(OC)c1OC	2%	u	-9%	-0.3	-28%	4%	-0.4%	2%	19%
Cc1[nH]c2ccccc2c1C(=O)CN1C(=O)C(=O)N(CCC2=CCCCC2)C1=O	-11%	i	2%	0.1	-5%	-2%	-0.6%	8%	u
O=C(NCCCN1CCOCC1)c1cc(Cl)ccc1OCc1ccccc1	-3%	i	-8%	-2.6	12%	5%	-0.6%	-1%	u
C/C(=N\NC1=NCCN1)c1ccc(N)c([N+](=O)[O-])c1	-8%	i	10%	3.1	-1%	10%	4.4%	10%	1%
CC(C)(C)C(=O)Nc1ccc(C(=O)OC2CCCCC2)cc1	0%	i	63%[activator]	-0.7	-30%	u	3.9%	21%	0%
CC1Cc2ccccc2N1C(=O)CSc1ncccn1 (stereo not given)	2%	i	5%	2.1	-2%	4%	2.1%	11%	0%
O=C1CC(=O)NC(SCC(=O)Nc2ccccc2[N+](=O)[O-])=N1	1%	i	-15%	2.7	-28%	u	0.5%	-3%	-19%
Cc1cc(C)cc(N(CC(=O)NC2CCCC2)C(=O)c2csnn2)c1	1%	i	-10%	0.2	-42%	-13%	1.8%	3%	-5%
Cc1ccc(-c2n[nH]c(=O)c3ccccc23)cc1S(N)(=O)=O	7%	i	-14%	-0.7	-11%	-30%	0.2%	14%	-6%
CC(=O)C1=C(C)NC(=O)NC1c1cc(Br)ccc1OCC#N (stereo not given)	3%	i	5%	-1.8	-6%	14%	2.0%	2%	14%
Cc1cc(-c2cccs2)nc(-n2cccc2)n1	-1%	i	15%	-0.6	-28%	28%	u	5%	5%
Cc1cc(NC(=O)c2cccc(S(=O)(=O)N3CCCC3)c2)no1	0%	i	2%	-0.6	-5%	-25%	-0.2%	8%	4%
O=C(C(Sc1ccccc1)c1ccccc1)N1CCOCC1 (stereo not given)	-4%	i	1%	1.4	1%	0%	-0.3%	2%	-1%
O=C(O)CCN1C(=O)c2ccc(NC(=O)c3ccco3)cc2C1=O	0%	i	-10%	1.1	-7%	0%	-0.3%	6%	0%
CCOc1cc2c(C#N)c(N3CCNCC3)nc(N)c2c(N)n1	u	i	-6%	0.9	-20%	-10%	0.7%	-1%	-6%
COc1ccc(S(=O)(=O)N2CC(C)N(C(=O)N3CCOCC3)C2)cc1 (stereo not given)	1%	i	4%	-3.5	12%	3%	0.2%	6%	2%

Ordered by value in Nrf2 block (descending): 3 of the compounds above
SMILES,IL-2 act,Nrf2 block,EPAC2 agonist
CC(=O)C1=C(C)NC(=O)NC1c1cc(Br)ccc1OCC#N (stereo not given),-1.8,14%,2%
O=C(C(Sc1ccccc1)c1ccccc1)N1CCOCC1 (stereo not given),1.4,0%,2%
Cc1cc(NC(=O)c2cccc(S(=O)(=O)N3CCCC3)c2)no1,-0.6,-25%,8%
